Growth percent in the NCI-60 one-dose screen (48 h, 10 µM unless noted): 100 = growth as untreated, 0 = no growth, -100 = all killed.
K-562: K-562 leukemia; 78,000 compounds, 7.4% hits; AID 1794777
MDA-MB-231: MDA-MB-231 breast cancer; 81,000 compounds, 5% hits
CCRF-CEM: CCRF-CEM leukemia. 77,000 compounds, 7% hits
RPMI-8226: RPMI-8226 leukemia cells. 77,000 compounds, 7.5% hits
SR: SR leukemia cells; AID 1794780; 73,000 compounds, 8.7% hits
MDA-MB-435: MDA-MB-435 melanoma; AID 1794794; 82,000 compounds, 7.8% hits
MDA-MB-468: MDA-MB-468 breast cancer. 78,000 compounds, 8.5% hits. AID 2202374
MOLT-4: MOLT-4 leukemia cells; 80,000 compounds, 6.9% hits; AID 1794779
* marks the source's active call; other numbers are inactive results; x = no result given; & = joins results of further samples; [ ] = remark or other dose. Rule for the calls: active = growth percent below 10; inactive = the rest. Compounds were not picked by outcome; any-hit rate near 16%.

smiles,K-562,MDA-MB-231,CCRF-CEM,RPMI-8226,SR,MDA-MB-435,MDA-MB-468,MOLT-4
CC(=O)Nc1ccc(S(=O)(=O)CI)cc1,130,106,129,108,143,102,85,115
CC(C)C1=C[C@@]23CC[C@@H]4[C@](C)(CCC[C@]4(C)C(=O)NCc4ccccc4)[C@H]2C[C@@H]1[C@H]1C(=O)CCC(=O)[C@H]13,56,87,9.7*,40,44,86,70,16
Cc1ccc2c(CSc3nc(-c4ccc(F)cc4)c(C#N)c(=O)[nH]3)cc(=O)oc2c1,105,95,96,103,104,103,92,129
Cc1ccc(-c2nc(Nc3ccccc3S(N)(=O)=O)c3ccccc3n2)cc1,46,22,76,60,47,85,98,79
CC1CN(Cc2ccccc2)C(=O)N(c2ccccc2)C1=O (configuration not stated),81,99,89,x,117,108,x,73
CCCCN(CCNc1cc(OC)cc2cccnc12)C1CCCC1,51,73,120,105,62,100,48,x
COc1ccccc1/C=C(/C(=O)c1ccccc1)c1ccccc1,87,99,104,97,95,107,101,75
CNC(=O)c1c(NC(=O)c2ccc(C(C)C)cc2)sc2c(CN(C)C)c(O)ccc12,-7.5*,95,57,23,-9.9*,90,86,72
COc1ccc2c(c1)CC[C@@H]1[C@@H]2CC[C@]2(C)C3C(=CC(COC(C)=O)C4C(=O)c5cccc(O)c5C(=O)C43)C[C@@H]12 (some centres not stated),67,91,x,78,68,79,x,78
COc1cc(CNC2=NCCC2)cc(OC)c1OC,103,83,95,86,x,100,112,99
CCOc1c(C#N)c2c(N)ncnc2n1C1OC(CO)C(O)C1O (configuration not stated),0.2*,87,-8.1*,x,x,18,x,x
COc1ccc(/C=C2\N=C(c3ccccc3)OC2=O)cc1,117,104,100,110,113,99,x,107
N#Cc1cn(-c2ncc(C(N)=O)c(N)n2)nc1N=N,89,106,105,104,96,114,96,87
O=C(CN1CCCCC1)Nc1nc2ccc(NCc3ccccc3)cc2s1,40,78,59,54,55,82,38,60
COc1ccc(-c2cc(=O)oc3c4c(ccc23)OCN(Cc2ccc(F)cc2)C4)cc1,24,59,52,30,55,60,16,40
O=C(c1ccccc1)N(C(=O)c1ccccc1)N1CCCC1,101,117,95,103,x,116,108,99
CCOC(=O)c1c(NCC(=O)Nc2ccccc2[N+](=O)[O-])sc2c1CCCC2,99,91,96,99,115,100,102,95
O=C(N/N=C/c1ccccc1Cl)c1cc(-c2nc3ccccc3[nH]2)nc2ccccc12,93,107,98,95,89,100,97,104
O=C(O)CN1C(=O)CSC1=S,113,130,107,111,117,105,105,123
COc1ccccc1Nc1nc(SCCC(C)C)nc(-c2cc(OC)c(OC)c(OC)c2)c1C#N,95,85,105,110,101,99,100,90
COc1cccc(/C(C)=C2\SC(=S)NC2=O)c1,100,111,99,102,99,114,112,100
O=C(O)c1cccc(N/C=C/C(=O)c2cc3ccccc3oc2=O)c1,93,86,112,102,104,104,74,122
COc1cc(NC(=O)[C@@H]2C[C@H]2c2ccccc2)c(C(N)=O)cc1OC,67,78,96,98,75,30,90,92
Cc1nc2ccc(Nc3nc(NCCN)nc(N4CCOCC4)n3)cc2n1Cc1ccccc1,90,105,95,93,78,109,84,88
CCCNC(=O)Oc1ccc(/C(=C(/C)Cc2ccc(OC)cc2)c2ccc(OCCN(CC)CC)cc2)cc1,43,94,69,83,56,95,88,52
Cn1c(=O)[nH]c(=O)c2nc(/C=C(\O)c3ccc(F)cc3F)c(=O)[nH]c21,101,101,106,109,109,103,99,103
Nc1nc(SCc2cccc([N+](=O)[O-])c2)c2[nH]cnc2n1,92,103,95,92,96,104,64,91
OCc1n(Cc2ccc3ccccc3c2)cc[n+]1Cc1ccc2ccccc2c1,23,51,34,13,16,5.5*,-29*,48
CC(C)Sc1ncnc2nc[nH]c12,113,105,111,118,122,97,109,146
CCC(C)C(NC(=O)CCN1C(=O)/C(=C/C(C)=C/c2ccccc2)SC1=S)C(=O)O (configuration not stated),91,111,98,99,74,112,124,86

Profiles, looked up by structure. Order of values: K-562, MDA-MB-231, CCRF-CEM, RPMI-8226, SR, MDA-MB-435, MDA-MB-468, MOLT-4
`COc1cc(NC(=O)[C@@H]2C[C@H]2c2ccccc2)c(C(N)=O)cc1OC` across the screens: 67, 78, 96, 98, 75, 30, 90, 92
`Cc1nc2ccc(Nc3nc(NCCN)nc(N4CCOCC4)n3)cc2n1Cc1ccccc1` across the screens: 90, 105, 95, 93, 78, 109, 84, 88

The listing continues.
smiles,K-562,MDA-MB-231,CCRF-CEM,RPMI-8226,SR,MDA-MB-435,MDA-MB-468,MOLT-4
C=CCN1CCN(/C(=N/c2sc(-c3ccccc3)nc2-c2ccccc2)c2ccccc2)CC1,76,104,89,81,75,100,73,88
CCCCCCOC(=O)NC1c2ccccc2Oc2ccccc21,108,94,95,97,93,110,94,105
Cc1cc(C2(c3cc(C)c(O)c(CN(CC(=O)O)CC(=O)O)c3)OC(=O)c3ccccc32)cc(CN(CC(=O)O)CC(=O)O)c1O,89,97,103,100,96,110,105,92
CC(C)c1ccc(O)c(Cc2cc(C(C)C)ccc2O)c1,92,81,x,98,78,100,97,64
COc1ccc(Nc2csc(Nc3cnccn3)n2)cc1,104,98,108,102,104,102,105,105
O=C(Nc1cccc(C(F)(F)F)c1)N1CCN(c2cc(-c3cn(-c4ccccc4)nc3-c3cccc(O)c3)ccn2)CC1,31,54,22,28,28,47,32,19
COc1ccc(C(=O)C/C(=C\c2ccc(O)c(OC)c2)C(=O)NN)cc1,47,65,74,80,27,9.7*,28,87
COc1ccc(/C(C)=N/NC(=O)CSc2nc3ccccc3c(=O)n2CCc2ccc(S(N)(=O)=O)cc2)cc1,30,-11*,34,5.6*,40,17,34,43
O=C(O)c1ccccc1Nc1ccccc1,122,105,113,108,110,107,103,104
Cc1ccc(S(=O)(=O)NCCCNc2nccc(-c3c(-c4cccc([N+](=O)[O-])c4)nc4sccn34)n2)cc1,34,61,22,16,67,46,37,32
CN(c1ccccc1)S(=O)(=O)c1ccc(Cl)cc1,91,107,95,100,95,99,101,91
CN1C(=O)CSc2ccc3nsnc3c21,101,100,110,106,115,104,116,112
O=C(N/N=C\c1ccc(-c2ccc(Br)cc2)o1)c1cc2oc(-c3cccc(C(F)(F)F)c3)cc2[nH]1,90,111,0.1*,98,-3.5*,99,126,67
COc1ccc(/C=c2\c(=O)n(-c3ccccc3)c3nn4c(n23)=NNC(=O)C=C4c2ccc(Cl)cc2)cc1,102,107,103,107,101,105,110,101
O=S(=O)(CS(=O)(=O)c1ccccc1Br)c1ccccc1Br,97,108,x,98,95,96,95,97
CCCCCCCCCCCCOC1CCN(Cc2ccc(Cl)cc2)c2ccc(OC)cc21 (configuration not stated),x,103,96,98,89,111,118,94
Cc1ccsc1[C@@H]1C[C@@H]2Cc3cc(F)ccc3N1O2,94,97,102,89,82,88,111,98
CCOC(=O)C(C)(C)c1ccccc1,102,99,87,120,103,99,99,100
COc1cc(/C=C/C(=O)N2CCCCCC2)cc(OC)c1OC,x,84,91,109,86,100,106,121
COc1cc(Cl)cc(-c2nn(C(=O)NCCN3CCCC3)cc2-c2ccncc2)c1,89,100,92,93,87,108,88,90
[O-][n+]1onc(-c2ccc(F)cc2)c1Nc1ccccc1Br,x,70,117,84,x,104,81,x
CCOC(=O)Cc1csc2ccccc12,143,95,120,118,114,114,109,129
Cc1ccc(C)c(NCc2ccccc2)c1,99,90,102,91,62,104,x,100
COc1ccc(C(=O)/C=C/c2cc3ccccc3[nH]c2=O)cc1,17,56,19,15,x,30,18,32
O=C(O)C#CC(=O)O,96,107,87,102,94,109,88,95
CCOC(=O)c1nn(C2CCCCO2)c2ccc(NC(=O)CN3CCN=C3Cc3cccc4ccccc34)cc12 (configuration not stated),90,103,101,92,86,101,109,94
CCc1c(C)c2ccc(O)c(NC(=O)Nc3cccc(Cl)c3)c2oc1=O,50,96,66,30,78,82,43,76
O=C(CNC1CCCCC1)Nc1ccc(-c2nc3ccccc3s2)cc1,49,46,77,78,9.7*,90,36,54
O=[N+]([O-])c1cc(Cl)c(Cl)cc1NS(=O)(=O)c1ccccc1,70,103,86,66,82,80,81,83
CC(C)(C)c1ccc(O)c(CNC2CCCCC2)c1,75&49,97&101,87&92,75&82,83&80,97&98,88&87,81&98

Some values from the entries so far:
K-562 with CCOC(=O)c1nn(C2CCCCO2)c2ccc(NC(=O)CN3CCN=C3Cc3cccc4ccccc34)cc12 (configuration not stated) stands at 90
CCRF-CEM with O=[N+]([O-])c1cc(Cl)c(Cl)cc1NS(=O)(=O)c1ccccc1 stands at 86
RPMI-8226 with CC(C)(C)c1ccc(O)c(CNC2CCCCC2)c1 stands at 75&82
MOLT-4 with CCOC(=O)C(C)(C)c1ccccc1 stands at 100

(list continues)
smiles,K-562,MDA-MB-231,CCRF-CEM,RPMI-8226,SR,MDA-MB-435,MDA-MB-468,MOLT-4
COc1ccc(Nc2nc(/N=C/c3ccc(O)cc3)n[nH]2)cc1,117,109,104,110,96,107,101,127
Ic1ccc2c(c1)C1c3ccccc3C2c2ccccc21,69,105,76,79,87,87,94,64
CC1N/C(=C/c2ccccc2)C(=O)O1 (configuration not stated),101,98,x,119,x,112,103,107
COc1cccc(C2CC(=O)Nc3c(-c4cccc(F)c4)nsc32)c1 (configuration not stated),77,106,87,83,75,94,87,75
O=C(CN1C(=O)/C(=C/c2cccs2)SC1=S)NCCc1c[nH]c2ccccc12,96,94,95,107,96,105,101,91
CC1(C)Oc2cc3oc(=O)ccc3cc2C[C@@H]1OCCNc1cc(-c2ccccc2)c(O)c(-c2ccccc2)c1,90,86,88,72,80,94,99,79
COc1cc(Nc2c3ccc(Cl)cc3nc3ccc(OC)cc23)c2ncccc2c1,53,34,27,56,20,66,36,39
N#Cc1nc(-c2ccccc2)oc1N1CCCC1CO (configuration not stated),112,96,100,106,109,96,97,111
O=[N+]([O-])c1ccc(-c2cn(-c3ccc(Cl)cc3)cn2)cc1,108,106,104,98,90,97,85,101
C/C=C(C)/C=N/Nc1nc(-c2ccc(Br)cc2)cs1,81,106,86,82,93,103,87,91
CCCCCCCCCCCCCCCCN=C1NOCC1N (configuration not stated),99,102,65,92,77,107,95,84
O=C(Nc1ccc(Cl)cc1[N+](=O)[O-])C(=O)Nc1ccc(Cl)cc1[N+](=O)[O-],113,112,38,95,95,109,90,101
C[C@H]1[C@H](C)CC[C@]2(C(=O)O)CC[C@]3(C)C(=CC[C@@H]4[C@@]5(C)C/C(=C/O)C(=O)C(C)(C)[C@@H]5CC[C@]43C)[C@H]12,75,99,51,51,73,97,81,71
COc1cccc(C(=O)Oc2ccc(/C=C/c3cc(OC(=O)c4cccc(OC)c4OC)cc(OC(=O)c4cccc(OC)c4OC)c3)cc2)c1OC,101,103,98,99,92,102,107,86
O=Cc1cc(-c2ccc3c4c(cccc24)C(=O)N(N2C(=O)c4cccc5cccc(c45)C2=O)C3=O)ccc1O,69,95,81,95,93,103,109,102
O=C(Nc1ccc(-n2ccc3c(NC(=O)c4ccccc4)ncnc32)cc1)c1ccc(Cl)c(C(F)(F)F)c1,7.8*,12,7.4*,6.7*,-20*,18,-5.4*,4.2*
CC1=C(C(=O)OCc2ccccc2)C(c2ccc3ccccc3c2)n2c(nc3ccccc32)N1 (configuration not stated),51,78,79,78,51,26,39,84
N#CCc1nn2c(CCC(=O)c3nc4ccccc4[nH]3)nnc2s1,x,102,102,115,x,100,106,101
O=C1CC(c2ccccc2)Cc2nc3ccc(F)cc3cc21 (configuration not stated),100,90,103,96,84,105,103,105
CC(C)NC(=O)c1ccc(CONC(=O)OCc2ccccc2)cc1,120,123,93,101,127,97,109,109
CSc1nc2c(c(=O)n1C)CN(C1CCCCC1)C(=O)C(c1ccccc1)N2 (configuration not stated),28[100 µM],35[100 µM],20[100 µM],13[100 µM],44[100 µM],25[100 µM],52[100 µM],30[100 µM]
Cc1ccc(S(=O)(=O)OC[C@]23CCC(C)(C)C[C@H]2C2=CC[C@@H]4[C@@]5(C)CCCNC(C)(C)[C@@H]5CC[C@@]4(C)[C@]2(C)CC3)cc1,-20*,46,35,27,-27*,31,-35*,13
Cc1cc(N/N=C/c2nc(-c3ccccc3)oc2C)c2cc(Br)ccc2n1,22,54,28,12,-4.6*,43,36,51
CCCCCOc1ccc(C(=O)/C(Br)=C/C(=O)O)cc1,60,109,81,78,92,104,89,65
COc1ccc(C(=O)NCCc2ccc(OC)c(OC)c2)cc1O,75,106,x,88,x,94,105,93
Cn1ncc2c(C(=O)c3ccc(F)cc3)nc(C(C)(C)C)nc21,104,102,103,100,102,98,93,93
C=C(C)[C@@H]1CC[C@]2(C)CC[C@]3(C)[C@H](CC[C@@H]4[C@@]5(C)C/C(=C/c6cccnc6)C(=O)C(C)(C)[C@@H]5CC[C@]43C)[C@@H]12,96,117,117,100,119,95,100,94
O=c1[nH]c(=O)c2[nH]c(=S)[nH]c2[nH]1,119,100,107,115,x,94,101,113
O=C1CCCCC1C(=O)C(F)(F)F (configuration not stated),87,88,103,112,91,98,x,106
CC(=C1C(=O)NC(=S)NC1=O)c1cc2ccccc2o1,97,100,103,97,91,109,97,95
Fc1ccc(Br)cc1Br,93,111,104,105,103,104,109,108

2 entries drawn at random from those above, as already listed:
smiles,K-562,MDA-MB-231,CCRF-CEM,RPMI-8226,SR,MDA-MB-435,MDA-MB-468,MOLT-4
O=c1[nH]c(=O)c2[nH]c(=S)[nH]c2[nH]1,119,100,107,115,x,94,101,113
Cc1ccc(S(=O)(=O)OC[C@]23CCC(C)(C)C[C@H]2C2=CC[C@@H]4[C@@]5(C)CCCNC(C)(C)[C@@H]5CC[C@@]4(C)[C@]2(C)CC3)cc1,-20*,46,35,27,-27*,31,-35*,13
